# Caspase-1 inhib: blocks human caspase-1 allosterically or competitively. Caspase-1 enzyme, Ac-WEHD-AFC fluorogenic rate. 0.03% of 75,000 active. P29466. AID 900. Potency, µM (top dose mostly 57.5 µM), for inactives: at the highest dose activity change, negative = inhibition, actives largely listed as inhibitors;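 further: potency means the concentration at half of the fitted maximal effect; plate controls were vehicle for no effect and no substrate for full effect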
# Target sequence (P29466 120-297 limits assumed): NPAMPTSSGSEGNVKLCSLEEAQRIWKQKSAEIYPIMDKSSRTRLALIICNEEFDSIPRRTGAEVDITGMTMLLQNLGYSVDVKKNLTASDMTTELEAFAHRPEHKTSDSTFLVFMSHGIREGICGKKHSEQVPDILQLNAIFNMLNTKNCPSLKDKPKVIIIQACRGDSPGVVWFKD
# Target sequence (P29466 317-404 limits assumed): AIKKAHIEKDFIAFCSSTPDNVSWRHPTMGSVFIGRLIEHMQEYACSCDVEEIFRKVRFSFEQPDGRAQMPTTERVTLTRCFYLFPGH
# USP2a inhib: USP2a (human) protease inhibition | AID 927 | Potency, µM (top dose mostly 38.3 µM), for the others: top-dose activity change, negative = inhibition, actives largely listed as inhibitors | USP2a enzymatic assay, qHTS inhibition | O75604 | 0.1% of 60,000 active;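 further: potency means the concentration at half of the fitted maximal effect; nearly all actives have a fitted effect of over 60% in size; plate controls were DMSO for no effect and NEM full inhibition control for full effect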
# Target sequence (O75604 whole entry, looked up): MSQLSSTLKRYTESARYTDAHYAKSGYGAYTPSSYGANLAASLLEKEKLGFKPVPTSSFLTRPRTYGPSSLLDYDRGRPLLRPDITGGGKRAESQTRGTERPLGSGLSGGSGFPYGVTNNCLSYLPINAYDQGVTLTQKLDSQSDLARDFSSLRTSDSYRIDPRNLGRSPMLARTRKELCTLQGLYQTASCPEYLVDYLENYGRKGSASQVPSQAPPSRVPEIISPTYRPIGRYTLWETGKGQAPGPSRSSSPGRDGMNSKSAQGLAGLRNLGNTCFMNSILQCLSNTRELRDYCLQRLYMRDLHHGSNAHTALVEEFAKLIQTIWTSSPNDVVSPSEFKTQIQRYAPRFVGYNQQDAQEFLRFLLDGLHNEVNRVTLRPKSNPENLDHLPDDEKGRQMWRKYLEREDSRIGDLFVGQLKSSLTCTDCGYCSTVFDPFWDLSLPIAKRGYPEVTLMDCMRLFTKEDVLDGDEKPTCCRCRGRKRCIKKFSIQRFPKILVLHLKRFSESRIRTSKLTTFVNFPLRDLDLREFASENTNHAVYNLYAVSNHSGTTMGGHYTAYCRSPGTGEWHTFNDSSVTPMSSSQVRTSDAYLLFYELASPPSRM
#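 20 nM USP2 core + cpd, 30 min RT; add 20 nM Ub-PLA2/20 uM NBD C6-HPC; read Ex460/Em535 at 0 h and 2.5 h. Normalized to NEM; qHTS curve fit/classification.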
# Epigenetic mod: epigenetic GFP locus derepression in mouse cells. AID 597. 0.09% of 68,000 active. mouse C127i GFP locus derepression, cytometry, 30 h. Potency, µM (series often up to 46.1 µM), for inactives: at the highest dose GFP derepression (activation); further: % of control where 0% means no effect
#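 Locus derepression in mouse mammary C127i cells whose integrated CMV-GFP reporter is normally silent; GFP expression after 30 h compound treatment was quantified by counting fluorescent cells.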
# BRCT inh green: BRCA1 BRCT-phosphoprotein interaction inhibition. Potency, µM (highest dose often 76.9 µM), inactives show top-dose activity change, negative = inhibition, usual class: inhibitors. BRCA1 BRCT-phosphopeptide binding, green fluorescence polarization. 0.05% of 75,000 active. P38398. AID 875;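 further: potency means the concentration at half of the fitted maximal effect; plate controls were peptide without protein for full effect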
#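 Fluorescence polarization: His-tagged BRCT (~35 kDa BRCA1 C-terminus, 250 nM) bound to 100 nM fluorescein-labeled phosphorylated 10-aa BACH1 peptide, pH 7.3 phosphate buffer with DTT and Tween 20. Compounds incubated 12 min at room temperature; inhibition read as lowered polarization.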
# Fluorescein autfl: compound fluoresces in the fluorescein spectral region. Compound autofluorescence, 480/540 nm, fluorescein-equivalent; hits give high values. max fluorescein-equivalent concentration, M. 0.91% of 59,000 active. AID 593; in the data active means max fluorescein-equivalent concentration above about 10 nM; inconclusive means between about 1.1 nM and that limit
#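 Read-out is intrinsic compound fluorescence at 480/540 nm (excitation/emission), expressed as dye-equivalent concentration using a fluorescein standard series run on every plate. Compounds sat 15 min at room temperature in 100 mM Tris, pH 8.0.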
# Caspase-7 inhib: allosteric or competitive inhibitors of human caspase-7; P55210; recombinant caspase-7, Ac-DEVD-AFC fluorescence rate; Potency, µM (series often up to 57.5 µM), without a hit: at the highest dose activity change, negative = inhibition, most hits filed as inhibitors; 0.02% of 75,000 active; AID 889; active means well fitted inhibition curve with a large enough effect in the main read-out, with a control signal flat, not every such curve was filed as active; inconclusive means small, poorly fitted or top-dose-only effect, or a change in a side signal; further: potency means the concentration at half of the fitted maximal effect; % of control where 0% means no effect
# A350 fluor: A350 region autofluorescence | Compound autofluorescence, 340/450 nm, Alexa 350 dye-equivalents; hits give high values | max dye-equivalent concentration, M | 11% of 59,000 active | AID 590; in the data active means max dye-equivalent concentration above about 10 nM; inconclusive means mostly about 1.1 nM to 9.6 nM
# BRCT PPI red: inhibitors of human BRCA1 BRCT-phosphoprotein interaction (red fluorophore); P38398; BRCT-phosphopeptide binding, red fluorescence polarization; Potency, µM (series often up to 76.9 µM), without a hit: at the highest dose activity change, negative = inhibition, actives largely listed as inhibitors; 0.03% of 75,000 active; AID 892; further: on the % scale 0 is the no-effect control and ±100 the full control effect
#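 Rhodamine-labelled pBACH1 10-mer (100 nM) bound to BRCT domain (100 nM) at pH 7.3; compounds incubated 12 min room temperature, polarization read. Free peptide defines full inhibition; unlabelled decapeptide titrated as control.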
# HEK293 cAMP cs: raises cAMP in parental HEK293 cells, TSHR agonist counter-screen. Potency, µM (titrated, usually from 57.1 µM), without a hit: at the top dose activation, actives largely listed as activators. AID 938. parental HEK293 CNG cAMP sensor, membrane potential fluorescence. 2.5% of 73,000 active; further: potency means the concentration at half of the fitted maximal effect; % of control where 0% means no effect; nearly all actives have a fitted effect of over 55% in size
#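 Parental HEK 293 cells stably expressing a modified CNG channel (no TSHR) report cAMP rise as membrane depolarization. Membrane potential dye with 100 uM RO 20-1724 was loaded for 60 min at room temperature, then compound added for 30 min; fluorescence read at 590 nm.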
# Ub-GFP proteasome: inhibits proteasome, raising ubiquitin-GFP reporter fluorescence. AID 526. Potency, µM (top dose mostly 45.9 µM), for the others: top-dose activation (GFP accumulation), hits mostly activators. Ubiquitin-GFP reporter cells, proteasome inhibition, GFP fluorescence; response scale: untreated = 0%, 10 µM MG-132 = 100%. 67,000 tested, under 10 active; active means well fitted activation curve with a large enough effect, not every such curve was filed as active; inconclusive means small, poorly fitted or top-dose-only effect, or another doubt; inactive means no such curve, though single readings can be large or run the other way; further: potency means the concentration at half of the fitted maximal effect
#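 Proteasome blockade was scored as a rise in GFP-expressing U2OS cells carrying a ubiquitin(G76V)-GFP construct, imaged after 4 hr compound treatment at 37 °C across a 46 uM–2.9 nM series.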
# 4MU fluor: 4-MU region autofluorescence; max dye-equivalent concentration, M; 11% of 59,000 active; AID 589; compound autofluorescence, 340/450 nm, 4-MU equivalents; hits give high values; in the data active means max dye-equivalent concentration above about 10 nM; inconclusive means mostly about 1.1 nM to 9.6 nM
#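 Intrinsic fluorescence at 340/450 nm (ex/em) was read after 15 min at room temperature in pH 8.0, 100 mM Tris. Each compound concentration expressed as 4-MU-equivalent concentration from a six-point 4-MU standard series on each plate.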
# Active calls of the source: *; i = inactive; u = inconclusive; x = no result given; & = joins results of further samples; [ ] = remark or other dose. Unless noted, the call rests on the fitted dose curve; in most records, active means well fitted curve in the direction sought with a large enough effect; inconclusive means small, poorly fitted or top-dose-only effect, or another doubt; inactive means no such curve, though single readings can be large; an effect the other way counts as inactive or inconclusive.
SMILES,Caspase-1 inhib,USP2a inhib,Epigenetic mod,BRCT inh green,Fluorescein autfl,Caspase-7 inhib,A350 fluor,BRCT PPI red,HEK293 cAMP cs,Ub-GFP proteasome,4MU fluor
CCCCCn1c(SCC2CCCO2)nc2cc(C(=O)N3CCC(C(N)=O)CC3)ccc2c1=O (stereo not drawn),-2%,70%[activator],-2%,3.2%,i,-3%,u,0.9%,18%,x,i
COc1cccc2cc(C(=O)N3CCc4ccccc43)c(=O)oc12,0%,-5%,6%,-1.7%,i,1%,i,-0.9%,-7%,1%,i
OC1CCCCC1,-3%,x,x,-1.3%,x,-1%,x,0.5%,7%,x,x
CCOC(=O)C1CCCN(S(=O)(=O)Cc2ccccc2)C1 (stereo not drawn),-2%,12%,0%,1.1%,u,-2%,i,0.5%,5%,-1%,i
N#Cc1cccc(NC(=O)N2CC[C@@]3(CCCNC3)C2)c1,-2%,4%,7%[9.22 µM],-2.2%,i,0%,i,-2.2%,-7%,-11%,i
Cc1ccc(C)c(Cn2cnc3c(nnn3-c3ccc(F)cc3)c2=O)c1,3%,7%,0%,-1.4%,i,-2%,i,-0.3%,1µM*,4%,i
Cc1ccc(S(=O)(=O)C2(C(=O)NCc3ccc4c(c3)OCO4)CC2)cc1,-1%,x,x,-3.8%,x,-3%,x,0.0%,8%,10%,x
S=C(S)O[C@@H]1C[C@@H]2C[C@H]1[C@@H]1CCC[C@H]21,-3%&3%,-8%,0%&1%,-2.5%&-2.9%,i,-1%&-3%,i,-1.2%&-3.4%,u,1%&-5%,i
CCOc1ccc(-n2cc(C(=O)N3CCN(C)CC3)c3cc(OC)c(OC)cc3c2=O)cc1,-1%,4%,2%,-1.0%,i,-9%,i,-0.7%,u,4%,i
Cc1cc2nc(C3CCN(CC4COc5ccccc5O4)CC3)[nH]c2cc1C (stereo not drawn),0%,226%[activator],0%,1.3%,u,-2%,i,0.0%,u,-6%,i
Cc1ccc(N=Cc2ccc(O)cc2O)cc1F,-13%,-5%,2%,-0.6%,x,-1%,x,0.4%,u,-16%,x
O=S(=O)(NCCO)c1cccc2cccnc12,-2%,x,x,-0.8%,x,-4%,x,1.5%,10%,-3%,x
CCn1c(SCC(=O)Nc2nc(-c3ccccc3)cs2)nnc1-c1ccccc1O,-4%,43%[activator],-1%,-0.8%,i,-4%,i,0.5%,16%,-2%,i
O=C1C2CC=C(Cl)CC2C(=O)N1c1ncn[nH]1 (stereo not drawn),-2%,-2%,0%,-1.8%,x,0%,x,1.1%,1%,4%,x
COc1ccc(OCCNS(=O)(=O)c2ccccc2)cc1,-1%,7%,0%,-2.8%,x,-1%,x,-1.2%,11%,6%,x
CNc1nc(-c2cccnc2)nc2ccccc12,-1%,0%,8%[9.22 µM],-0.3%,i,-3%,i,-4.0%,-8%,-4%,i
CCOc1ccccc1C1CC(c2ccccc2)Nc2nc(N)nn21 (stereo not drawn),-7%,x,x,-2.1%,x,-18%,x,1.3%,8%,11%,x
O=C(CSc1n[nH]c(-c2ccco2)n1)Nc1sc2c(c1C(=O)Nc1ccccc1)CCCC2,-4%,33%[activator],6%,-2.3%,i,-4%,i,2.0%,28%,0%,i
Cc1ccc(-n2ncc3c(=O)n(CC(=O)N4CCCCCC4)cnc32)cc1,3%,30%[activator],2%,-1.5%,i,-1%,u,-1.2%,7%,28%,u
COc1ccccc1-n1c(SCC(=O)N(C)C2CCS(=O)(=O)C2)nc2ccccc2c1=O (stereo not drawn),-1%,3%,0%,-1.0%,u,0%,i,0.2%,6%,-12%,i
COc1cccc(NC(=O)N2CCC(C(N)=O)(N3CCCCC3)CC2)c1,1%,2%,0%,-0.9%,i,1%,i,0.4%,1%,-1%,i
Oc1[nH]c2ccccc2c1C=NCC1CCCO1 (stereo not drawn),1%,-2%,4%,-3.6%,i,2%,i,-1.9%,5%,-2%,i
CC(=O)NC(C(=O)NCC(N)=O)C(C)C (stereo not drawn),-1%,-4%,-2%,-0.7%,u,1%,i,0.6%,0%,-4%,i
O=C1c2ccccc2S(=O)(=O)N1CC(O)COc1ccc(Br)cc1 (stereo not drawn),-3%,8%,2%,0.9%,x,-4%,x,0.0%,-7%,15%,x
COc1cc(NC(=O)C2CCN(S(=O)(=O)c3cccc4nonc34)CC2)cc(OC)c1,1%,0%,-1%,-0.9%,i,-1%,i,-0.1%,-17%,13%,i
COc1ccc(C2C(C(=O)N3CCCCC3)c3ccccc3C(=O)N2C)cc1 (stereo not drawn),0%,4%,0%,-2.4%,i,1%,i,0.2%,14%,2%,i
Cc1ccc(-c2nc(CS(=O)CC(=O)NCCN3CCCC3)c(C)o2)cc1 (stereo not drawn),0%,x,x,-2.6%,x,-1%,x,1.4%,0%,-4%,x
O=C(Nc1c(F)cc(F)cc1Br)C1CCCO1 (stereo not drawn),4%,-4%,-2%,-1.9%,i,-2%,i,-1.2%,5%,-4%,i
CCOC(=O)C(NC(=O)c1ccccc1)(N1CCCC1=O)C(F)(F)F (stereo not drawn),3%,8%,-3%,0.2%,i,-2%,i,0.9%,2%,3%,i
COc1ccc2cc(CCNC(=O)C3CCCC3)c(=O)[nH]c2c1,-3%,x,x,-0.8%,x,1%,x,-1.6%,13%,9%,x
CCOC(=O)c1ccc(NC2c3ccccc3C(=O)N2c2cccnc2)cc1 (stereo not drawn),3%,x,x,0.2%,x,0%,x,0.1%,u,7%,x
CCS(=O)(=O)N1CCCC(C(=O)NCc2ccc(C)cc2)C1 (stereo not drawn),0%,u,0%,-3.5%,i,-1%,i,-1.1%,5%,-12%,i
O=C(OCc1ccccc1F)c1ccc2c(c1)OCCO2,-2%,-2%,-4%,-0.3%,i,-1%,i,-0.7%,u,3%,i
c1ccc(CCNc2ccc3nncn3n2)cc1,-2%,x,x,-1.1%,x,1%,x,-0.2%,8%,-6%,x
CC1CCN(C(=O)C(NS(=O)(=O)c2cccc3nsnc23)c2ccccc2)CC1 (stereo not drawn),0%,19%,-3%,-2.9%,i,0%,u,0.5%,11%,1%,i
NC(=O)C1CCN(C(=O)c2ccc(CS(=O)(=O)c3c(Cl)cccc3Cl)o2)CC1,0%,x,-5%,1.0%,x,2%,x,0.7%,12%,-6%,x
CNC(=O)OCc1cccc(COC(=O)NC)n1,-2%,-5%,-4%,-2.2%,i,-1%,u,0.8%,0%,x,i
COc1cc(OC)cc(-c2nnc(SCC(=O)N(C(C)C)C(C)C)o2)c1,-2%,9%,0%,1.5%,i,1%,i,-0.8%,24%,-1%,i
N#[N+]c1ccc(Nc2ccccc2)cc1,1%[11.5 µM],x,-2%[9.22 µM],0.4%[15.4 µM],1.3e-08M*,0%[11.5 µM],i,2.5%[15.4 µM],1%[11.4 µM],-3%[9.17 µM],i
COc1ccccc1N1C(=O)C2CC=CC(C)C2C1=O (stereo not drawn),0%,0%[7.66 µM],5%,-2.4%,x,0%,x,-0.4%,-3%[11.4 µM],27%[9.17 µM],x

# Full records, looked up by structure:
# COc1ccccc1N1C(=O)C2CC=CC(C)C2C1=O (stereo not drawn) is entered as Caspase-1 inhib = 0%; USP2a inhib = 0%[7.66 µM]; Epigenetic mod = 5%; BRCT inh green = -2.4%; Fluorescein autfl = x; Caspase-7 inhib = 0%; A350 fluor = x; BRCT PPI red = -0.4%; HEK293 cAMP cs = -3%[11.4 µM]; Ub-GFP proteasome = 27%[9.17 µM]; 4MU fluor = x
# NC(=O)C1CCN(C(=O)c2ccc(CS(=O)(=O)c3c(Cl)cccc3Cl)o2)CC1 is entered as Caspase-1 inhib = 0%; USP2a inhib = x; Epigenetic mod = -5%; BRCT inh green = 1.0%; Fluorescein autfl = x; Caspase-7 inhib = 2%; A350 fluor = x; BRCT PPI red = 0.7%; HEK293 cAMP cs = 12%; Ub-GFP proteasome = -6%; 4MU fluor = x
# c1ccc(CCNc2ccc3nncn3n2)cc1 is entered as Caspase-1 inhib = -2%; USP2a inhib = x; Epigenetic mod = x; BRCT inh green = -1.1%; Fluorescein autfl = x; Caspase-7 inhib = 1%; A350 fluor = x; BRCT PPI red = -0.2%; HEK293 cAMP cs = 8%; Ub-GFP proteasome = -6%; 4MU fluor = x

# (continued)
SMILES,Caspase-1 inhib,USP2a inhib,Epigenetic mod,BRCT inh green,Fluorescein autfl,Caspase-7 inhib,A350 fluor,BRCT PPI red,HEK293 cAMP cs,Ub-GFP proteasome,4MU fluor
CCc1nnc(NC(=O)Nc2ccc(OC)cc2)s1,0%,2%,4%,-3.6%,u,1%,i,-2.6%,-1%,2%,i
Cc1c(C2N3CC4(C)CN2CC(C)(C3)C4=O)c2ccccc2n1C (stereo not drawn),-1%,-1%,0%,-1.3%,i,1%,i,1.2%,-2%,-2%,i
CCN(C(=O)c1ccnc(C(C)(C)C)c1)c1ccccc1,0%,0%,3%,0.2%,u,-3%,i,-2.7%,21%,9%,i
S=C(S)N1CCCC1,0%&0%,-1%,0.63µM*,-2.4%&-2.5%,i,0%&0%,i,-0.5%&1.9%,3%&2%,0%&-5%,i

# From PubChem

# Not all compounds are listed; count on the stated rates, not on these rows.
